Compound activity (PubChem BioAssay)
CHT block – human CHT choline transport inhibition. Q9GZV3. CHT-expressing cells, membrane potential dye, choline response; stronger effect = lower value. B-score at 10 µM. 310,000 tested, 0.86% active. AID 488975;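 active means B-score over 3 SD under the library average, and starting fluorescence ratio not unusually high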;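 further: choline stimulus applied at its EC90 after an EC20 pre-addition; B-score computed on integrated fluorescence ratio after choline addition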
Target sequence (Q9GZV3 whole entry, looked up): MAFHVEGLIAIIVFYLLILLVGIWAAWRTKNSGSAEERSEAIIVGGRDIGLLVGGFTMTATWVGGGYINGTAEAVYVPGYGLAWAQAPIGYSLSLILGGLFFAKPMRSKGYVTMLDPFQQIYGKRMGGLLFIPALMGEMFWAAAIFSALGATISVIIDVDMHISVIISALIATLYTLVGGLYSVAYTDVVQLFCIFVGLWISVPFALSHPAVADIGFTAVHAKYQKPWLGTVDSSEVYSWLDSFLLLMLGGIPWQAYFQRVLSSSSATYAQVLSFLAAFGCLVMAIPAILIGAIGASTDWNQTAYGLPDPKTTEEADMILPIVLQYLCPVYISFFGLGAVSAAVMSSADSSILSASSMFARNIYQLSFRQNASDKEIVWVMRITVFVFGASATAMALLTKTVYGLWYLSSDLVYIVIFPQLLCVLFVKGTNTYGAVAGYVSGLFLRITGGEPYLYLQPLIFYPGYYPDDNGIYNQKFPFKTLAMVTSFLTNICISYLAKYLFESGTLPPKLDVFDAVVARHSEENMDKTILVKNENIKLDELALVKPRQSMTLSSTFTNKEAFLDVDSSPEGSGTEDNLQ
CHT PAM – allosteric activators of human choline transporter CHT; CHT-expressing cells, membrane potential dye, choline EC20; stronger effect = higher value; LV-AA mutant CHT in HEK293 cells; Q9GZV3; 310,000 tested, 0.49% active; B-score at 10 µM;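 active means initial fluorescence not abnormally high and integrated response B-score, plate-corrected, over 3 SD above library mean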
Active calls of the source: *; i = inactive.

Below each compound: CHT PAM, CHT block
- COc1ccc(NS(=O)(=O)c2cccc(C(=O)NCCCn3ccnc3)c2)cc1
→ i, i
- O=C(CSc1nnc(-c2cccc(F)c2)o1)N1CCCC1
→ i, i
- CC(=O)Nc1ccc(S(=O)(=O)NCCSCc2ccc(Cl)cc2Cl)cc1
→ i, i
- Cc1nc(-c2ccc(Cl)cc2)sc1C1(C)CC(c2c(Cl)cccc2Cl)=NO1 (stereo not given)
→ i, i
- CC(=O)NC(Cc1ccccc1C)C(=O)NC1CCN(C(=O)c2ccc(C)cc2)CC1 (stereo not given)
→ i, i
- CCOc1ccc(NC(=O)[C@@H]2CCC(=O)N2C2OC(=O)c3ccccc32)cc1 (stereo not given in full)
→ i, i
- COc1ccc(CCNC(=O)C2CCN(C(=O)c3ccccc3)CC2)cc1
→ i, i
- CC(C)NC(=O)c1cc2n(n1)C(C(F)(F)F)CC(c1ccco1)N2 (stereo not given)
→ i, i
- COC(=O)c1ccc(CSc2nnc(NCc3ccccc3)s2)o1
→ i, i
- Cc1c(/C=C/C(=O)c2ccccc2O)cnn1C
→ i, i
- CCOc1ccc(NC(=O)CN2CCN(c3ccc(F)cc3)CC2)cc1
→ i, i
- CN1CCN(C(=O)c2cc(Oc3c(F)c(F)c(F)c(F)c3F)cc(C(=O)N3CCN(C)CC3)c2)CC1
→ i, i
- Cc1cc(Nc2ccc(Cl)cc2)nc(N)n1
→ i, i
- COc1ccc(/C=C2\SC(=O)N(CCC(=O)N(C)C3CCS(=O)(=O)C3)C2=O)cc1 (stereo not given)
→ i, i
- O=C(NC(NC(=S)Nc1ccccc1C(=O)O)C(Cl)(Cl)Cl)c1cccc([N+](=O)[O-])c1 (stereo not given)
→ i, i
- Cc1cc(=O)n2[nH]c(N3C(=O)CCC3=O)nc2n1
→ i, i
- CCN1CCN(c2ccc(S(=O)(=O)N3CCOCC3)cc2NC(=O)c2sccc2C)CC1
→ i, i
- O=C(CN(c1ccc(Br)cc1)S(=O)(=O)c1ccc(Cl)c([N+](=O)[O-])c1)NCCc1ccccc1
→ i, i
- O=C(COc1cccc2c1CCNC2=O)Nc1cccc(C(F)(F)F)c1
→ i, i
- Cc1cnc2cc(Cl)ccc2c1SCC(=O)O
→ i, i
- COc1ccc(-n2c(SCC(=O)Nc3cccc4ccccc34)nc(O)cc2=O)cc1
→ i, i
- CCc1ccc(-c2nn(-c3ccccc3)cc2CSC(=N)N)cc1
→ i, i
- CC(=O)c1ccc(N(C(=O)CNC(=O)c2ccco2)C(C(=O)NC2CCCC2)c2ccco2)cc1 (stereo not given)
→ i, i
- O=C(CCC(=O)c1ccccc1)Nc1cccnc1
→ i, i
- CCN(CC)C(C)C(=O)Nc1c2c(cc3c1CCC3)CCC2 (stereo not given)
→ i, i
- Cc1cc(NC(=O)CSc2nccn2-c2cccc(C)c2C)no1
→ i, i
- O=C(C(=O)N1CCN(c2cccc(Cl)c2)CC1)c1cn(CC(=O)N2CCOCC2)c2ccccc12
→ i, i
- CCCCn1c(-c2ccoc2C)n[nH]c1=S
→ i, i
- CCOC(=O)Nc1cc(=O)c2ccccc2o1
→ i, i
- CC(=O)c1cn(CC(=O)Nc2cccc(C)c2C)c2ccccc12
→ i, i
- CCOc1[nH]n(-c2ccccc2)c(=O)c1C=NCc1cccnc1
→ i, i
- COc1cccc(NC(=O)CNC(=O)Cn2cnc3sc(C)c(C)c3c2=O)c1
→ i, i
- CC(C)Cn1c(=O)c2ccccc2n2c(SCC(=O)N3c4ccccc4CC3C)nnc12 (stereo not given)
→ i, i
- CCC(=O)c1ccc(OCC(O)CN2CC(C)OC(C)C2)cc1 (stereo not given)
→ i, i
- Cc1ccc(-c2nn3c(C)nnc3c3ccccc23)cc1S(=O)(=O)NC(C)(C)CO
→ i, i
- Cc1cccc(N2CCN(C(=O)COc3cc4oc(=O)cc(C)c4cc3Cl)CC2)c1C
→ i, i
- Cc1cc(S(=O)(=O)N2c3ccc(F)cc3CCC2C)ccc1-n1cnnn1 (stereo not given)
→ i, i
- Cc1nn(C)c(C)c1C(C)NC(=O)c1cc(COc2ccc(F)c(F)c2)on1 (stereo not given)
→ i, i
- COC(=O)CNC(=O)C1Nc2ccccc2C2C=CCC12 (stereo not given)
→ i, i
- CCCCC1CCCC12NC(=O)NC2=O (stereo not given)
→ i, i
- Clc1ccccc1-c1ccc(CN2CCN(c3ccccc3)CC2)o1
→ i, i
- CCOC(=O)c1cccc(NC(=O)C2CCCN(S(=O)(=O)c3cnc[nH]3)C2)c1 (stereo not given)
→ i, i
- CCOC(=O)c1cn(CC(=O)Nc2ccc(OC)cc2OC)nn1
→ i, i
- O=C(C1c2ccccc2Oc2ccccc21)N1CCN(c2ccc(Cl)cc2)CC1
→ i, i
- Cc1ccc(S(=O)(=O)n2cc(C=O)c3ccccc32)cc1
→ i, i
- O=C(Nc1ccc(N2CCOCC2)cc1)c1ccncc1
→ i, i
- Cc1nc(C)c(-c2csc(Nc3cccnc3)n2)s1
→ i, i
- N#CCSc1nc2ccccc2c(=O)n1-c1ccccc1
→ i, i
- O=C(C1CCCN(S(=O)(=O)c2ccc(Br)s2)C1)N1CCCCCC1 (stereo not given)
→ i, i
- CCOCCCNC(=O)CCC(=O)NNc1nc2ccccc2c2nc(C)nn12
→ i, i
- CC1(C)CC(NC(=O)c2ccncc2)CC(C)(C)N1O
→ i, i
- O=S(=O)(NCc1cn2ccsc2n1)c1cccs1
→ i, i
- Cc1cccc(NC(=O)c2ccccc2OCC(=O)N2CCCC2)c1C
→ i, i
- CC(C)(C)c1ccc(S(=O)(=O)N(CCCN2CCOCC2)Cc2cccs2)cc1
→ i, i
- CC1=C(C#N)C(=O)N(C)C(C)(C)C1
→ i, i
- O=C(COC(=O)C1CCC1)Nc1ncc(Cl)cc1Cl
→ i, i
- COCCCNC(=S)NCCCNc1nc2cc(C)cc(C)c2cc1C#N
→ i, i
- O=C1CN(S(=O)(=O)c2ccc(F)cc2)c2ccccc2N1
→ i, i
- C=CCOCCN(CC)CC
→ i, i
- CCOc1ccccc1COC(=O)c1cccc(-n2cnnn2)c1
→ i, i

2 entries from above, bar-delimited:
SMILES | CHT PAM | CHT block
Cc1cc(Nc2ccc(Cl)cc2)nc(N)n1 | i | i
COc1ccc(/C=C2\SC(=O)N(CCC(=O)N(C)C3CCS(=O)(=O)C3)C2=O)cc1 (stereo not given) | i | i

Full records from above.
O=C(Nc1ccc(N2CCOCC2)cc1)c1ccncc1 is entered as CHT PAM: i; CHT block: i
CC(C)(C)c1ccc(S(=O)(=O)N(CCCN2CCOCC2)Cc2cccs2)cc1 is entered as CHT PAM: i; CHT block: i
CCOCCCNC(=O)CCC(=O)NNc1nc2ccccc2c2nc(C)nn12 is entered as CHT PAM: i; CHT block: i

Other compounds follow.
Below each compound: CHT PAM, CHT block
- COC(CNC(=O)c1ccc2nc(-c3ccccc3)c(-c3ccccc3)nc2c1)OC
→ i, i
- CCN1CCN(c2nc(-c3ccccn3)nc3ccccc23)CC1
→ i, i
- COc1ccccc1CN(C)C(=O)C(NC(=O)Cc1cccc2ccccc12)C(C)C (stereo not given)
→ i, i
- Cc1nn(-c2ccccc2)c(Cl)c1/C=N/NC(=O)c1ccccc1F
→ i, i
- Cc1ccc(C2(c3noc(CN(C)Cc4cnn(C)c4)n3)CCCC2)cc1
→ i, i
- O=C(O)c1ccc(OCC(O)Cn2cnc3ccccc32)cc1 (stereo not given)
→ i, i
- Cc1ccc(N(CC2CO2)S(=O)(=O)c2ccc([N+](=O)[O-])cc2)cc1 (stereo not given)
→ i, i
- O=C1CN(C(=O)CSc2nc3cc(Cl)ccc3c(=O)n2Cc2ccccc2)c2ccccc2N1
→ i, i
- COc1ccc(CCNC(=O)CSc2ccc(-c3ccccc3)nn2)cc1
→ i, i
- NC(=O)c1nnsc1Sc1c(C(N)=O)nnn1-c1cccc(N)c1
→ i, i
- CCOc1ccc(/C=N/NC(=O)c2ccc(Cn3cc(Br)cn3)o2)cc1
→ i, i
- CCCOc1ccc(C(=O)c2nc3c(n2O)CCCC3)cc1
→ i, i
- COCC(C)n1c(=O)sc2ccccc2c1=O (stereo not given)
→ i, i
- COc1cc(CNCc2ccccn2)ccc1OCc1ccc(Cl)c(Cl)c1
→ i, i
- COc1ccc(N2CCC(CNC(=O)Nc3ccc(Cl)cc3)C2)cc1 (stereo not given)
→ i, i
- C=CCSc1nc(C)c(CC(=C)C)c(=O)[nH]1
→ i, i
- O=c1c2c3c(sc2n2cnnc2n1Cc1ccccc1)CN(Cc1ccccc1)CC3
→ i, i
- COc1ccc(C2=NOC(C(=O)NC(C)(C)C)C2)cc1 (stereo not given)
→ i, i
- Cc1ccc(S(=O)(=O)NCC(c2cccnc2)N2CCc3ccccc32)cc1 (stereo not given)
→ i, i
- COC(=O)c1ccc(CNC(=O)/C=C/c2cc([N+](=O)[O-])ccc2OC(F)F)cc1
→ i, i
- CCC(C)(C(=O)NC1CCCCC1)N(C(=O)C1CCC(=O)N1)c1ccc(C)cc1 (stereo not given)
→ i, i
- COc1ccc(C(c2nnnn2CS(=O)(=O)c2ccc(C)cc2)N2CCN(Cc3ccccc3)CC2)cc1 (stereo not given)
→ i, i
- CC(C)(C)NS(=O)(=O)c1ccc(NC(=O)CS(=O)(=O)Cc2ccccc2)cc1
→ i, i
- CCOC(=O)C(C)Sc1cnccn1 (stereo not given)
→ i, i
- CCO[C@@H]1OC(C(=O)Nc2ccccc2)=C[C@H](c2ccc(C(F)(F)F)cc2)[C@H]1CCCO
→ i, i
- COC(=O)C1=C(C)N=C2SC(C)C(=O)N2C1c1cccs1 (stereo not given)
→ i, i
- COc1ccccc1N1CCN(c2ccc(Cl)nn2)CC1
→ i, i
- CCCCCCc1c(O)nc(SCCN(C)C)[nH]c1=O
→ i, i
- CCOC(=O)C1CCN(c2cc(C)nc3ccc(OC)cc23)CC1
→ 7.78*, i
- Cc1nn(C)c(C)c1NS(=O)(=O)c1ccc(N2CCCC2=O)cc1
→ i, i
- CC(NC(=O)COc1ccc(-c2nnco2)cc1)c1ccc(Cl)cc1Cl (stereo not given)
→ i, i
- CCOc1ccc(C(c2nnnn2Cc2ccccc2)N2CCN(C(=O)c3ccco3)CC2)cc1 (stereo not given)
→ i, i
- Nc1cc(Cl)ccc1N1CCOCC1
→ i, i
- COc1ccc(OC)c(S(=O)(=O)Nc2cc3c4c(c2)C(C)C(=O)N4CCC3)c1 (stereo not given)
→ i, i
- COC(=O)[C@@H]1C[C@]2(OC(=O)c3ccccc3)C=CC(=O)C[C@@H]2N1C(=O)OCc1ccccc1
→ i, i
- Fc1ccccc1-c1nc2c(s1)CCc1onc(-c3ccc(Br)cc3)c1-2
→ i, i
- COc1ccc2c(c1OC)C(=O)N(c1ccc(OCc3ccccc3)cc1)C2=O
→ i, i
- NC(=O)c1ccccc1NC(=O)c1cccc(C(=O)Nc2ccccc2C(N)=O)n1
→ i, i
- NC(=O)c1cc([N+](=O)[O-])c(Cl)cc1NCc1cccnc1
→ i, i
- COc1ccc(CCC(=O)NC2CCC(C)CC2)cc1 (stereo not given)
→ i, i
- COC(=O)c1cccc(NC(=O)CSCc2ccccc2)c1
→ i, i
- COc1ccc(/C=C/C(=O)NC(C)C)cc1Br
→ i, i
- CCOC(=O)COc1nc2ccc(Br)cc2c(-c2ccccc2)c1C(C)=O
→ i, i
- NNC(=O)CCCNc1ncc(C(F)(F)F)cc1Cl
→ i, i
- Cc1cc(C)n(C(=O)Cc2cn3ccsc3n2)n1
→ i, i

Looked up by structure from the list above (three):
Below each compound: CHT PAM, CHT block
- COc1ccc(-n2c(SCC(=O)Nc3cccc4ccccc34)nc(O)cc2=O)cc1
→ i, i
- CC1=C(C#N)C(=O)N(C)C(C)(C)C1
→ i, i
- COC(=O)C1=C(C)N=C2SC(C)C(=O)N2C1c1cccs1 (stereo not given)
→ i, i

The results go on.
Below each compound: CHT PAM, CHT block
- C/C(=N/NC(=O)CNC(=O)/C=C/c1ccccc1)c1ccco1
→ i, i
- O=C(NCC1CCCO1)c1ccc(/C=N/O)nc1 (stereo not given)
→ i, i
- O=C(COC(=O)Cc1c(F)cccc1Cl)NCCC1=CCCCC1
→ i, i
- CC(C)NC(=O)NC(=O)COC(=O)C1CCCN1C(=O)c1cccs1 (stereo not given)
→ i, i
- O=C(NCc1ccc(F)cc1)c1cc(-c2cccs2)on1
→ i, i
- COCCCNC(=O)c1nc2ccccc2c(=O)n1NC(=O)Nc1c(Cl)cccc1Cl
→ i, i
- O=C(CCc1ccccc1)NNC(=O)c1ccc(Cl)cc1
→ i, i
- COC(=O)Nc1ccc(S(=O)(=O)N2CCCC(C(=O)N3CCOCC3)C2)cc1 (stereo not given)
→ i, i
- COc1cc(-c2nnc(SCC(=O)/C(C#N)=C(\C)N)o2)cc(OC)c1OC
→ i, i
- COc1ccc(-c2csc3ncnc(N4CCN(S(=O)(=O)c5cccs5)CC4)c23)cc1
→ i, i
- Cc1ccc(C(=O)N(Cc2ccccc2)C(C)(C)C)cc1C
→ i, i
- CC1(C)CC(=O)C(C2(O)C(=O)Nc3ccccc32)CO1 (stereo not given)
→ i, i
- N#CCSc1nc2sc3c(c2c(=O)n1C1CCCCC1)CCCC3
→ i, i
- NC(=O)NC(=O)COC(=O)CCSc1ccccc1
→ i, i
- O=C(N/N=C/C=C\c1cccc([N+](=O)[O-])c1)c1cccnc1
→ i, i
- COc1ccccc1-c1nnc(SCC(=O)Nc2c(Cl)cccc2Cl)o1
→ i, i
- O=[N+]([O-])c1ccc(Nc2nc(Cl)nc(NCCO)n2)cc1
→ i, i
- COc1cc(SC)ccc1C(=O)OCC(=O)N1CCN(C(C)=O)CC1
→ i, i
- Cc1cccc(NC(=O)CSc2nc(=O)n3ccccc3n2)c1C
→ i, i
- Cc1c(NS(=O)(=O)c2cc(C(=O)NCCN(C)C)ccc2Cl)c(=O)n(-c2ccccc2)n1C
→ i, i
- N/C(Cc1ccc([N+](=O)[O-])cc1)=N\OC(=O)c1ccc(Br)o1
→ i, i
- CC(=O)c1[nH]c(C)c(C(C)=O)c1C
→ i, i
